# Screening results deposited in PubChem by several laboratories.
# EP2 antag: inhibitors of human EP2 prostaglandin E2 receptor | C6 glioma cells expressing human EP2, cAMP TR-FRET; cells stimulated with saturating PGE2 | inhibition, % at 25 µM | 0.52% of 260,000 active | AID 1422;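 active = percent inhibition above 40 after rounding to a whole number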;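 also: rat C6 glioma host cells with rolipram phosphodiesterase inhibitor present; the protocol text gives 20 µM as final concentration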
# Ba/F3 V617F tox: reduce viability of Ba/F3 cells dependent on JAK2V617F. Ba/F3 EpoR-JAK2V617F viability, ATP luminescence. 1.1% of 220,000 active. AID 1446. inhibition, % at 5.6 µM;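 active = inhibition above the campaign mean plus 3 SD over all tested compounds, cut at about 24% in these data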;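 also: cytokine-independent growth of Ba/F3 cells driven by EpoR plus mutant JAK2; 0% = DMSO-treated cells and 100% = JAK inhibitor I control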
# PPC-1+TRAIL kill: kills PPC-1 cancer cells in the presence of TRAIL. PPC-1 cells + TRAIL, ATPLite viability luminescence. cell killing (% activity), % at 4 µM. AID 1443. 0.41% of 220,000 active;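 active = cell killing above 50% in the first pass at 4 µM, then a duplicate retest at 5 µM averaging 50% or more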;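 also: plate controls were cells with TRAIL plus DMSO for no effect and medium-only wells lacking cells for full effect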
# BaF3 parental: parental Ba/F3 viability inhibition as JAK2V617F counter-screen. inhibition, % at 5.6 µM. CellTiter-Glo ATP luminescence. 1.1% of 220,000 active;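 active = inhibition above a per-campaign cutoff, the mean inhibition of all tested compounds plus 3 SD, cut at about 27% in these data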;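 also: 0% = DMSO wells and 100% = JAK Inhibitor I control wells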
# p97 inhibitor: human p97 ATPase inhibition. 0.42% of 220,000 active. inhibition, % at 8 µM. AID 1481. recombinant p97 ATPase, Kinase-Glo ATP luminescence, 3 h; in the data active = inhibition above about 15%;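 also: 0% = DMSO vehicle and 100% = wells lacking enzyme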
# Target sequence (P55072 whole entry, looked up): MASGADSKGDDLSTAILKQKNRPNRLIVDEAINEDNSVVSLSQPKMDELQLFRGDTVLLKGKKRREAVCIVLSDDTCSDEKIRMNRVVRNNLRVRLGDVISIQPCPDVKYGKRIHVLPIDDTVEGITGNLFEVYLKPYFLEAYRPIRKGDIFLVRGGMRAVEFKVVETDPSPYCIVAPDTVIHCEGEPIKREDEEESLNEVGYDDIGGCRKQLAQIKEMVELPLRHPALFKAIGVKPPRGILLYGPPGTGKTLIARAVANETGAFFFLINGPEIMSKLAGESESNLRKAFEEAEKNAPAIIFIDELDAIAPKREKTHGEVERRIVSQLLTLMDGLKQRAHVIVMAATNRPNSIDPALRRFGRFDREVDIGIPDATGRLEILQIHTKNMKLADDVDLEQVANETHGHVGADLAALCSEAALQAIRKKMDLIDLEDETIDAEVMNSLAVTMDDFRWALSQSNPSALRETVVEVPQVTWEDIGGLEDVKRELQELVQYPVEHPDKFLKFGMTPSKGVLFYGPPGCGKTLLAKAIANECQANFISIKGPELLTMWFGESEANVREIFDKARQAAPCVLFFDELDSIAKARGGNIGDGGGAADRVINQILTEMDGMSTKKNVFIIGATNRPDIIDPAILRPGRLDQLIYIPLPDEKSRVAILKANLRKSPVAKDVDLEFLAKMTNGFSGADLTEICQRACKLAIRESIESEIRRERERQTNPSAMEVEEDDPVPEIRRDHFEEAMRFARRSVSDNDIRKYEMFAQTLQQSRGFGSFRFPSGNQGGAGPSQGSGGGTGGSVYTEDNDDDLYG
# Furin inh: inhibitors of human furin. purified furin, fluorogenic substrate cleavage. AID 463115. 0.061% of 220,000 active. P09958. inhibition, % at 30 µM; in the data active = inhibition above about 25%; also: inactives centre near -15
# Tb hexokinase: T. brucei hexokinase 1 inhibition | inhibition, % at 10 µM | recombinant TbHK1, G6PDH-coupled NADH A340 | 0.11% of 220,000 active;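 active = inhibition of 50% or more in the single-dose primary screen; inactive = inhibition below 50%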
# RBBP9 inhibitor: blocks human serine hydrolase RBBP9 | recombinant RBBP9, FP-Rh probe fluorescence polarization | 0.2% of 220,000 active | inhibition, % at 7.94 µM;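 active = inhibition above the campaign mean of all tested compounds plus 3 SD, cut at about 14% in these data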;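 also: plate controls were DMSO wells with RBBP9 for no effect and wells lacking RBBP9 protein for full effect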
# Target sequence (O75884 whole entry, looked up): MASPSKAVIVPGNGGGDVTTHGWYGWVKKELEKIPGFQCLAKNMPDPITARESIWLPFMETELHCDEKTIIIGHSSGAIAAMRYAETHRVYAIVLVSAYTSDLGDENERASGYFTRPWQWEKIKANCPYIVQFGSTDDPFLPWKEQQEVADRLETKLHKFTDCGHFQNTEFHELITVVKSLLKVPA
#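 System: RBBP9 protein | Quantity: 2.5 µM RBBP9 dispensing solution, before mixing | Reagent: FP-Rh probe, 375 nM dispensing solution | Timing: Enzyme-compound preincubation 30 min, then probe labeling 45 min, 25 °C | Measured by: Fluorescence polarization | Read-out: % inhibition | Replication: One well per compound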
# NCF1 inh: blocks human p47phox regulatory protein of NADPH oxidases; P14598; p47phox/p22phox peptide binding, fluorescence polarization, 2 h; inhibition, % at 24.7 µM; 0.53% of 220,000 active; AID 1274;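 active = inhibition above about 30%, limit read from the data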;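 also: 0% = p47phox with labelled peptide and 100% = labelled peptide alone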
# Numbers without * were called inactive; / = not tested or not shown; & = joins results of further samples; [ ] = dose if it differs, or a comment.
SMILES,EP2 antag,Ba/F3 V617F tox,PPC-1+TRAIL kill,BaF3 parental,p97 inhibitor,Furin inh,Tb hexokinase,RBBP9 inhibitor,NCF1 inh
C=CCNC(=S)NNC(=O)C(CCCC)CC(O)COCC(C)C (stereo unspecified),120*,-7,-2,2,10,-29,0,2,2
CC(C)N1CCC(N2CCN(Cc3ccc4nonc4c3)CC2CCO)CC1 (stereo unspecified),5,0,29,2,6,-22,-6,-2,-4
COc1ccc(C(=O)N/N=C/C2CC=CCC2)cc1OC (stereo unspecified),7,-4,-1,3,6,-30,0,-1,16
CC(NC(=O)c1ccc(NS(C)(=O)=O)cc1)c1ccccc1 (stereo unspecified),5,0,-6,4,2,-7[20 µM],2,3,-6
Cc1noc(C)c1/C=N/Nc1ccc2ccccc2n1,1,3,30,10,3,5,-11,-5,-11
CCOc1ccc2[nH]cc(C(=O)N3CCN(C4CCCCC4)CC3)c(=O)c2c1,7&11,-2,/,4,0,-18[20 µM],-21,3,/
CC(=O)NC1(C(F)(F)F)NC(=O)N(CC(C)C)C1=O (stereo unspecified),10,-1,5,3,-2,-24[20 µM],2,8,-2
CCOC(=O)c1ccc(S(=O)(=O)NNC(=O)c2ccc3c(c2)nc(C)n3CC)cc1,8,-2,11,1,4,-13,-4,-6,-38
CC(C)(C)NC(=O)CN1CCC(O)(c2ccc3c(c2)OCO3)CC1,16,-3,15,2,-1,1[20 µM],8,-5,-11
CC(C)CNC(=S)NNC(=O)c1nn(C)cc1Cl,6,-3,22,0,3,-16[20 µM],1,-6,-7
Cc1ccc(N2C(=O)CSC2c2ccc3c(c2)OCO3)cc1 (stereo unspecified),/,1,2,6,0,-24[20 µM],-2,6,-7
COc1ccc(CCNC(=O)c2cc(-c3ccccn3)nc3c(Cl)cccc23)cc1OC,3,-4,-2,-1,5,-16,-8,-3,-20
CCc1nnc(NC(=O)C2Cc3ccccc3CN2S(=O)(=O)c2c(C)c(C)cc(C)c2C)s1 (stereo unspecified),4,1,5,6,-1,-8[20 µM],-20,-7,-59
Cn1c(=O)c(C(=O)CSc2nncs2)c(N)n(Cc2ccccc2)c1=O,4,0,-18,0,-3,-5,7,-12,-1
O=C(NCc1ccc2c(c1)OCO2)c1ccc(-c2ccc(Cl)cc2)o1,9,-3,-20,1,0,-14[20 µM],7,-14,-9
O=C(Nc1ccc(N2CCN(c3ccc(C(F)(F)F)cn3)CC2)nc1)c1cccs1,6,-1,22,-1,-3,-11,-21,-2,-16
CCCCCCCCCCCCC(=O)CCCCC(=O)O,12,-1,10,-6,1,-25,2,5,4
Cc1ccc(NC(=S)Nc2cccc3cnccc23)cc1C,5,9,3[5 µM],12,24*,-11,-7,7,0
CC(C)c1nnc(SCc2ccc(CSc3nnc(C(C)C)n3N)cc2)n1N,8,3,14,-1,2,-20[20 µM],-10,-2,-14
COc1cccc(C(=O)Oc2cc(N)n(S(=O)(=O)c3ccc(C)cc3)n2)c1OC,6,0,-13,4,4,-28,0,-10,6
Cc1cccnc1CCNC(=O)CCc1nnc(CCc2ccccc2)o1,4,4,3,7,2,-26,7,-15,-8
COc1ccccc1CC1S/C(=N/N=C/c2ccco2)NC1=O (stereo unspecified),6,-3,6,-1,3,-27,-6,-6,-7
O=C(CSc1nnc(NC(=O)c2ccccc2F)s1)Nc1ccccc1F,6,6,45,13,-4,-31,-8,3,-11
N/C(=N\c1nc2ccccc2o1)NC(=O)c1ccccc1,/,-1,-7,11,-3,-7[20 µM],-4,1,-26
Cc1ccc(S(=O)(=O)N(C)C)cc1NC(=O)COC(=O)c1n[nH]c(=O)c2ccccc12,15,1,12,4,0,-25,0,-6,-5
# Next records follow:
SMILES,EP2 antag,Ba/F3 V617F tox,PPC-1+TRAIL kill,BaF3 parental,p97 inhibitor,Furin inh,Tb hexokinase,RBBP9 inhibitor,NCF1 inh
C=CCn1c(SCc2nc3ccccc3[nH]2)nnc1-c1ccc(OC)cc1,5,-2,18,4,4,-13[20 µM],0,-5,-8
COCCn1c(CCC(=O)O)ccc1-c1cccs1,3,-2,-12,4,4,-26,2,-4,-8
CNc1cnn(-c2ccc(C)cc2)c(=O)c1Sc1ccc(C)cc1,10,0,18,2,1,-11,-5,-1,-2
O=C(Nc1ccc(Cl)cc1)c1cc2c(cc1O)[nH]c1ccccc12,13,2,2,-5,11,10,-21,12,-22
Cc1c(Cl)cccc1NCC(=O)Nc1ccc(Cl)cc1F,7,-2,-4,8,-3,-4,7,-5,-4
O=c1c2sc3nc(N4CCOCC4)c4c(c3c2ncn1CCc1ccccc1)CCCC4,/,-1,3,4,6,-14,4,2,-7
CCOC(=O)C(CC)n1cnc2c(nnn2-c2ccc(C)cc2)c1=O (stereo unspecified),4,-1,-21,0,3,-18,3,-9,-9
Cc1ccc(NC(=O)NNC(=O)C2CCN(Cc3ccc(F)cc3Cl)CC2)cc1,16,-5,6,4,4,-3,2,-9,-2
CC(C(=O)NCC1CCCO1)c1ccc([N+](=O)[O-])cc1 (stereo unspecified),3,2,7,6,2,-16,-2,0,-4
O=C(NCCNC1CCN(Cc2ccccc2)CC1)c1cccs1,10,0,5,2,-1,-19[20 µM],3,-1,-2
CCN1CCN(CCCNC(=O)c2cc3cc4ccc(OC)cc4nc3o2)CC1,/,9,10,8,-4,-325,-33,-3,/
O=C(Nc1ccc(O)c2c(=O)cc(-c3ccccc3Cl)oc12)c1cccc(Cl)c1,3,0,4,9,6,-18,-13,-5,-2
Cc1c(/C=N/Nc2ccc(C(=O)O)cc2)c2ccccc2n1C,8,-2,15,2,6,-16,-33,-10,-8
O=C(CSc1ccccn1)Nc1ccc2c(c1)OCCO2,6,-1,27,-3,4,-12,-7,-1,-13
COC(=O)c1cc(S(=O)(=O)N2CCOCC2)c(N2CCOCC2)cc1N1CCOCC1,13,-3,16,6,6,-18,-11,-8,-6
CC(C)(C)NC(=O)Cn1c(SCC(N)=O)nc2ccccc21,5,-1,8,-1,0,-6[20 µM],-3,-7,1
CNC(=S)Nc1ccc2nc(C)c(C)nc2c1,9,2,-39,5,1,-7,-20,-8,-7
CCOC(=O)N1CCC(Nc2c(NCCCN3CCN(C4CCCCC4)CC3)c(=O)c2=O)CC1,4,-2,1,6,6,-27,3,0,-16
CCCc1nc(SCC(=O)N2CCC(C)CC2)c2c(=O)n(C)c(=O)n(C)c2n1,8,2,9,2,1,-28,-4,-2,-5
CCc1c(C)c(C#N)c2nc3ccccc3n2c1N(C)C,3,-4,4,2,4,-16,1,-8,0
CCOc1cccc(-c2nnc3sc(COc4ccc(C)cc4)nn23)c1,8,-1,10,4,-1,-5,-4,-5,-9
COc1ccc(C(=O)n2nc(-c3ccc(Cl)cc3)nc2N)cc1OC,/,2,8,5,0,-10[20 µM],-3,0,12
Cc1ccc(C(=O)NC(=S)NNS(=O)(=O)c2ccc(C)cc2)cc1,3,1,2,1,-4,-12,17,-9,-12
COc1ccc(CCN(Cc2cccs2)S(=O)(=O)c2ccc(-n3cnnn3)cc2)cc1OC,/,-3,/,6,6,-9,2,-9,-10
O=C(CN1C(=O)/C(=C\c2cccs2)SC1=S)Nc1cccc(C(=O)O)c1,14,0,-19,-1,10,5,-16,-7,-14
# Next section.
SMILES,EP2 antag,Ba/F3 V617F tox,PPC-1+TRAIL kill,BaF3 parental,p97 inhibitor,Furin inh,Tb hexokinase,RBBP9 inhibitor,NCF1 inh
CCOc1ccc(NC(=O)CSc2nnc(Cn3cnc([N+](=O)[O-])n3)n2C)cc1,3,-2,-6,7,5,-12,-3,-1,-12
COCCn1nnnc1C(c1cc2cc(OC)ccc2[nH]c1=O)N1CCC(Cc2ccccc2)CC1 (stereo unspecified),3,0,2,9,3,-9[20 µM],-13,-3,/
O=C(OC(C(=O)NCC1CCCO1)c1ccc(F)cc1)c1cccs1 (stereo unspecified),8&7,-2,38,4,-5,-21[20 µM],1,-3,9
O=C1C2=C(c3ccccc31)[N+](=O)[C@@H]1CCCC[C@@H]1N2[O-],11,1,8,2,-2,-20,-2,-7,2
Cc1ccc(C(=O)NCCCc2ccccc2)s1,8,0,10,6,5,-9,29,0,-7
COc1cnc(SCc2ccc(Cl)c(Cl)c2)nc1Cl,1,1,8,8,-8,-15[20 µM],0,-1,-10
COCCCN1C(=O)c2ccc(C(=O)O)cc2C1=O,6,-2,20,0,11,-9[20 µM],-6,-4,-6
N/C(Cc1ccc([N+](=O)[O-])cc1)=N\OC(=O)CC1CCCCC1,2,-4,4,2,6,-23,3,-1,-3
COc1ccc(-n2c(SCC(=O)NCc3ccco3)nc3c([nH]c4ccccc43)c2=O)cc1,10,-3,13,0,2,-32,-4,-13,-4
O=C(NC(=S)Nc1ccc(F)cc1)c1ccc2c(c1)OCCO2,7,-2,26,6,1,-11,-5,-4,-8
O=C(Nc1cccc([N+](=O)[O-])c1)Nc1cccs1,8,-2,-12,4,7,-14,-1,-7,-7
CC1C/C(=N\NC(=O)c2cccnc2)CC(C)(C)C1 (stereo unspecified),3,-3,31,2,3,-33,1,-3,-10
Nc1nc2ccccc2n1C(=O)c1ccco1,8,11,31,10,-18,-15,-21,-8,4
O=C(CCN1C(=O)/C(=C\c2cccs2)SC1=S)Nc1nccs1,6,0,16,3,0,-16,7,-5,-31
Oc1c(-c2cc(-c3ccco3)[nH]n2)ccc2ccccc12,15,5,41,8,-6,-16[20 µM],-16,-2,-11
NS(=O)(=O)c1ccc(NC(=S)NNC(=O)c2cccs2)cc1,14,-3,14,6,9,-21,-24,-3,8
Nc1ccccc1SCc1cn2cccnc2n1,7,-1,17,2,-1,-16,-13,-7,-4
CCOC(=O)C1=C(C)N(CCO)C(=O)NC1c1cccc(O)c1 (stereo unspecified),10,0,-1,2,4,-11,-2,-9,-5
Cc1ccc(NC(=O)CS(=O)CC(=O)NCC2CCCO2)cc1 (stereo unspecified),13,-3,-12,1,2,-12[20 µM],4,-1,-11
Cc1ccc(/C=C/C(=O)Nc2cc(=O)n(C)c(=O)n2C)o1,1,3,-2,5,-5,-1,-13,-4,3
Cc1cccc(Nc2nc(-c3c(C)nc4ccccn34)cs2)c1,9,0,0,4,1,3[20 µM],-4,3,-20
Cc1nc(NC(=O)C2CC2)sc1C(=O)N1CCCCC1,13,3,1,3,-6,-28,-2,4,-8
O=C(CN1C(=O)c2ccccc2C1=O)N1CCN(c2ccccc2)CC1,13,1,30,5,-4,-11[20 µM],0,-7,-11
O=C(c1cnn2ccccc12)N1CCc2ccccc21,9,1,31,3,2,-34,-20,-3,-2
O=C(CSc1nnc(CCCO)n1-c1ccccc1)Nc1nccs1,10,-3,38,2,-2,-18,-4,-6,-4
CC(=O)Nc1ccc(CN2CCN(c3cccc(C(F)(F)F)c3)CC2)cc1,0,2,30,4,-5,-12,2,-6,-6
CC1CCc2c(nc3ncnn3c2Nc2ccc(OC(F)(F)F)cc2)C1 (stereo unspecified),15,-4,15,0,2,-12[20 µM],-7,-12,-9

# Quoted from the listing for reference:
SMILES,EP2 antag,Ba/F3 V617F tox,PPC-1+TRAIL kill,BaF3 parental,p97 inhibitor,Furin inh,Tb hexokinase,RBBP9 inhibitor,NCF1 inh
Cc1ccc(NC(=O)CS(=O)CC(=O)NCC2CCCO2)cc1 (stereo unspecified),13,-3,-12,1,2,-12[20 µM],4,-1,-11
Cc1ccc(/C=C/C(=O)Nc2cc(=O)n(C)c(=O)n2C)o1,1,3,-2,5,-5,-1,-13,-4,3
Cc1cccc(Nc2nc(-c3c(C)nc4ccccn34)cs2)c1,9,0,0,4,1,3[20 µM],-4,3,-20
Cc1nc(NC(=O)C2CC2)sc1C(=O)N1CCCCC1,13,3,1,3,-6,-28,-2,4,-8
O=C(CN1C(=O)c2ccccc2C1=O)N1CCN(c2ccccc2)CC1,13,1,30,5,-4,-11[20 µM],0,-7,-11

# This is a subset; rates above refer to the full screens.
